High-throughput results deposited in PubChem BioAssay by several laboratories.
PfHsp90 yeast 2 – reduces growth (ATP signal) of yeast expressing P. falciparum Hsp90 | hit rate 0.32% among 310,000 | inhibition, % at 9.4 µM | S. cerevisiae expressing PfHsp90, BacTiter-Glo ATP, 48 h; yeast lacking PDR1 and PDR3 efflux regulators;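 active = every replicate shows inhibition above about 80%, whatever the replicate mean, limit read from the data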;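 also: 0% = DMSO neutral controls and 100% = 20 µM radicicol positive controls; yeast relying on Plasmodium falciparum Hsp90 in place of its own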
Ecoli viability – reduces bacterial viability in AddAB counter-screen; AID 449728; inhibition, % at 11.9 µM; hit rate 0.27% among 330,000; E. coli V3065 growth, OD600 absorbance, 18 h;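 active = inhibition above the campaign's mean inhibition across all tested compounds plus 3 SD, cut at about 9.9% in these data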;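 also: uninfected addAB+ strain grown without phage in ampicillin broth; 0% = DMSO wells and 100% = ciprofloxacin 0.95 µg/ml wells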
OPRM1-OPRD1 inv – inverse agonists of human mu-delta opioid receptor heterodimerization; P35372+P41143; cell-based MOR-DOR heterodimer luminescence, inverse agonism; inhibition, % at 9.3 µM; hit rate 0.21% among 340,000; in the data active = inhibition above about 22%, passing the limit was not always enough;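 also: 0% = cells with DMSO and 100% = wells without cells with DMSO; values of inactives mirror those of a sister screen read the other way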
PKA-R1A act – activators of PKA-R1A complex | P00514+P68181 | PKA-R1A dissociation, Cy5-IP20 fluorescence polarization; scaled: DMSO 0%, 113 µM cGMP 100% | activation, % at 11.4 µM | hit rate 0.083% among 340,000 | AID 504707;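 active = percent activation above the mean of all tested compounds plus 3 SD, cut at about 19% in these data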;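 also: higher means more PKAc released from R1A so a rise in polarization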
OPRM1-OPRD1 ag – OPRM1-OPRD1 heterodimerization agonism; activation, % at 9.3 µM; hit rate 0.3% among 340,000; P35372+P41143; cells, luminescence; in the data active = activation above about 18%;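 also: 0% = vehicle-treated cells and 100% = reference agonist; values of inactives mirror those of a sister screen read the other way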
HTR5A ag – counter-screen for OPRM1-OPRD1 agonists: human HTR5A agonism | HTR5A agonist assay, luminescence, cell-based | hit rate 0.61% among 340,000 | AID 504692 | activation, % at 9.3 µM; in the data active = activation mostly above about 9.5%, no sharp cut-off; inactive = mostly below about 7.6%;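 also: 0% = cells with vehicle only and 100% = reference agonist; strong numbers were not always called active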
phage Ecoli inh – E. coli growth loss with phage present. growth absorbance. inhibition, % at 11.9 µM. hit rate 0.26% among 360,000. AID 651602; in the data active = inhibition above about 11%
HTR5A inv ag – inverse agonist of human HTR5A in OPRM1-OPRD1 counter-screen | inhibition, % at 9.3 µM | hit rate 0.083% among 340,000 | HTR5A cell line, luminescence, inverse agonism; in the data active = inhibition mostly above about 23%, no sharp cut-off; inactive = mostly below about 18%;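 also: 0% = cells with DMSO and 100% = no-cell wells with DMSO; some compounds called inactive have numbers as strong as hits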
DSG3 Ab inh – human desmoglein-3 autoantibody binding inhibition; hit rate 0.48% among 310,000; AID 588358; P32926; DSG3-coupled beads, scFv-anti-DSG3-GFP binding, flow cytometry; active compounds read low; binding (percent of control), % at 10 µM;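 active = binding more than 3 SD below its plate's average and above zero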;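 also: hits lower antibody fragment binding to DSG3; some compounds called inactive have numbers as strong as hits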
Target sequence (P32926 whole entry, looked up, the tested form may be a part): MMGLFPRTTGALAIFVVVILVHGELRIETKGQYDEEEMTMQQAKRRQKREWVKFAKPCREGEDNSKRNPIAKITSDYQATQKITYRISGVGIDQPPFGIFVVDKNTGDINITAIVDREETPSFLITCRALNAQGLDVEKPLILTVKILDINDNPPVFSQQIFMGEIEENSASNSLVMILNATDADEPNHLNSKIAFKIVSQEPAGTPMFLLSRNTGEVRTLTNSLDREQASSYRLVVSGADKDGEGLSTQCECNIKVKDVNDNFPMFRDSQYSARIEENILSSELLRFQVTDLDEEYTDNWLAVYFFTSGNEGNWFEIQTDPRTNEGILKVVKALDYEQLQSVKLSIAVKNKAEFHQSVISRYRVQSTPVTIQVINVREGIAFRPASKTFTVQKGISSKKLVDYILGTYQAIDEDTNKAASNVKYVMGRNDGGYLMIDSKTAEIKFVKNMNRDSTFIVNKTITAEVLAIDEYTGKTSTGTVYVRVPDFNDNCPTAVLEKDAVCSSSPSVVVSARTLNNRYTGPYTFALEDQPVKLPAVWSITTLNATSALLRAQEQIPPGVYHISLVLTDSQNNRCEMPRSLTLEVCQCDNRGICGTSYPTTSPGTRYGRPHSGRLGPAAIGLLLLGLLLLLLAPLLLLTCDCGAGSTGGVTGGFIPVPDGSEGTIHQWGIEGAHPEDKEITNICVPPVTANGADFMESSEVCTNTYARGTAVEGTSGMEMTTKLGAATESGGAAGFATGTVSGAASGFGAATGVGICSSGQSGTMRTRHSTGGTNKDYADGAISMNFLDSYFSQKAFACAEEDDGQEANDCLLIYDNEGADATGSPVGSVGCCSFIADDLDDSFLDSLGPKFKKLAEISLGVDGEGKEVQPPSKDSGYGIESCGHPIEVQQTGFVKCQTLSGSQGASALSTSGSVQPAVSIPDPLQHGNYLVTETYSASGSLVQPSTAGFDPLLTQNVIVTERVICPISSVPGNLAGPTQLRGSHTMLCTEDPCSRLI
SUMO Mot1 rescue – blocks SUMOylation pathway, rescuing yeast Mot1-301 growth. S. cerevisiae Mot1-301 growth rescue, ATP luminescence, 38.5C; percent above DMSO median, 100 means doubled. growth rescue, % at 18.8 µM. AID 2716. hit rate 1% among 320,000;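 active = every valid replicate shows activation above 250% relative to neutral control wells; inactive = the rest, any valid replicate at or below 250%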;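 also: OY570 slx delta 5 strain wells were the positive control but not used for scaling; some compounds called inactive have numbers as strong as hits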
AddAB inh – less growth of phage-infected E. coli with AddAB; hit rate 0.29% among 330,000; E. coli expressing H. pylori AddAB, absorbance growth; inhibition, % at 11.9 µM; in the data active = inhibition above about 12%;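 also: 0% = vehicle wells of infected cells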
Starred values were filed as active, the others as inactive; . = not tested or not shown.

Molecule	HTR5A inv ag	Ecoli viability	PKA-R1A act	SUMO Mot1 rescue	DSG3 Ab inh	PfHsp90 yeast 2	AddAB inh	OPRM1-OPRD1 inv	OPRM1-OPRD1 ag	HTR5A ag	phage Ecoli inh
COc1cc2[nH]c(=S)n(Cc3ccccc3)c(=O)c2cc1OC	20.5	-2.6	-8.2	15.7	120.3	.	-0.2	15.2	-3.1	-5.7	-4.0
O=C(CSc1nnc2n(C3CCCCC3)c(=O)c3ccccc3n12)OC1CCCCC1	-1.0	-1.6	-17.1	2.0	100.3	19.4	0.3	-0.5	0.1	-0.1	0.6
Cc1ccc(NC(=O)C(C)N2C(=O)c3ccccc3S2(=O)=O)cc1Cl (stereo not given)	-25.6	-0.9	-9.2	8.0	103.3	.	1.8	-18.7	3.0	9.3	0.2
O=C(NNC(=O)C1CCC1)c1ccc(Br)cc1	-0.8	-3.6	9.5	99.8	111.3	.	-1.9	1.6	-0.2	0.0	1.7
O=[N+]([O-])c1ccc(C2=CSC3=NCCN23)cc1	4.9	1.7	-5.9	-18.8	104.7	-13.1	4.8	-1.3	0.2	4.2	-1.3
CC(=O)N1CC(=O)N=C1SCC(=O)Nc1nc(C)c(-c2ccccc2)s1	-26.9	-0.1	-0.6	16.6	120.5	.	-2.0	-0.6	0.1	1.8	0.1
CC(C)(C)NC(=O)CSc1nc(N)c(NC(=O)c2ccccc2F)c(=O)[nH]1	-16.5	-0.3	2.5	9.6	83.2	.	3.2	10.3	-1.6	-1.2	0.4
O=C(NCc1ccccc1Cl)C1CCC(=O)N1Cc1ccc(F)cc1 (stereo not given)	-1.2	-1.2	-3.5	138.5	93.8	0.0	1.0	15.7	-3.5	0.3	0.1

Molecule	HTR5A inv ag	Ecoli viability	PKA-R1A act	SUMO Mot1 rescue	DSG3 Ab inh	PfHsp90 yeast 2	AddAB inh	OPRM1-OPRD1 inv	OPRM1-OPRD1 ag	HTR5A ag	phage Ecoli inh
COC(=O)c1ccc(N=C2SCC(=O)N2C)cc1	4.9	0.3	-3.8	-7.5	123.7	-7.6	3.6	18.5	-3.7	-1.3	-0.6
Oc1c(Br)cc(Br)cc1C=Nc1ccc2c(c1)OCO2	-5.6	1.4	-0.2	387.9	114.8	6.1	5.9	-9.9	1.9	-1.4	4.9
O=C(NCc1ccco1)c1cccnc1Cl	-7.1	1.5	0.9	-4.3	95.5	-5.8	1.5	18.9	-3.0	1.0	0.6
Cc1cccc(NC(=O)COC(=O)Cc2cccc(C(F)(F)F)c2)c1C	4.6	-3.6	1.2	75.3	101.1	9.0	4.7	3.0	-0.6	-1.8	0.8
COc1cc(CN2CCN(Cc3ccc4cc(F)ccc4n3)CC2CCO)cc(OC)c1 (stereo not given)	27.6	1.5	-4.4	-11.5	108.2	-13.8	1.8	12.1	-2.4	0.8	0.0
COc1cccc(OCC(=O)NNC(=O)C(=O)Nc2cccc(C)c2)c1	1.4	-5.8	-11.3	7.0	108.3	3.2	-7.5	17.4	-3.4	-0.6	-3.6
CCOC(=O)c1cnc(-n2nc(C)cc2C)[nH]c1=O	12.6	-2.9	-7.4	14.4	100.2	-9.5	-3.0	22.9	-4.3	-7.2	-3.1
COc1ccc(C(=O)Nc2ccc(S(=O)(=O)Nc3nccnc3OC)cc2)cc1	-19.4	-1.3	4.2	-7.3	.	.	2.6	12.0	-2.2	-1.5	4.6

Arranged by formula weight (ascending): some entries from above
Molecule	HTR5A inv ag	Ecoli viability	PKA-R1A act	SUMO Mot1 rescue	DSG3 Ab inh	PfHsp90 yeast 2	AddAB inh	OPRM1-OPRD1 inv	OPRM1-OPRD1 ag	HTR5A ag	phage Ecoli inh
CCOC(=O)c1cnc(-n2nc(C)cc2C)[nH]c1=O	12.6	-2.9	-7.4	14.4	100.2	-9.5	-3.0	22.9	-4.3	-7.2	-3.1
Oc1c(Br)cc(Br)cc1C=Nc1ccc2c(c1)OCO2	-5.6	1.4	-0.2	387.9	114.8	6.1	5.9	-9.9	1.9	-1.4	4.9
COc1ccc(C(=O)Nc2ccc(S(=O)(=O)Nc3nccnc3OC)cc2)cc1	-19.4	-1.3	4.2	-7.3	.	.	2.6	12.0	-2.2	-1.5	4.6
COc1cc(CN2CCN(Cc3ccc4cc(F)ccc4n3)CC2CCO)cc(OC)c1 (stereo not given)	27.6	1.5	-4.4	-11.5	108.2	-13.8	1.8	12.1	-2.4	0.8	0.0

(cont.)
Molecule	HTR5A inv ag	Ecoli viability	PKA-R1A act	SUMO Mot1 rescue	DSG3 Ab inh	PfHsp90 yeast 2	AddAB inh	OPRM1-OPRD1 inv	OPRM1-OPRD1 ag	HTR5A ag	phage Ecoli inh
COc1ccc2[nH]c(=O)c(CN(C(=O)c3cccnc3)c3ccccc3)cc2c1	15.2	-0.8	-0.6	-4.7	101.1	5.6	2.4	-5.8	1.0	-6.3	3.8
Nc1nc(SCC(=O)NC2CCCCC2)n[nH]1	5.8	1.9	4.9	-7.7	.	7.2	2.6	3.1	-0.6	2.1	0.4
Cc1ccc(/C=C2/SC(=S)N(CCCC(=O)Nc3cc([N+](=O)[O-])ccc3O)C2=O)cc1	11.6	0.7	4.5	-16.3	101.3	7.4	1.8	5.0	-0.9	4.2	0.0
CC1C/C(=N/N2C(=O)CSC2=S)CC(C)(C)C1 (stereo not given)	12.5	6.7	1.2	-3.6	110.9	18.8	5.2	-0.1	0.0	1.3	7.1
O=C(c1ccc(NS(=O)(=O)c2cccc3cccnc23)cc1)N1CCCCC1	4.9	-1.7	-10.4	-5.8	98.0	22.3	-2.5	2.0	-0.4	-2.0	2.2
CCCc1cc(C(=O)Nc2ccc(C(=O)c3ccccc3)cc2)n(C)n1	7.0	0.8	-3.7	5.2	.	-1.3	1.3	-18.7	3.5	5.7	2.0
CCc1sc(NC(=O)CN2CCC(C(N)=O)CC2)nc1-c1ccccc1	-21.0	-3.0	-6.0	-12.7	108.7	-6.9	0.5	-7.5	1.4	1.1	1.1
CCOC(=O)Cn1cnc2c(sc3nc(C)cc(C)c32)c1=O	8.4	5.0	-0.9	-19.5	.	3.7	5.2	9.2	-1.8	6.8	-4.3

Molecule	HTR5A inv ag	Ecoli viability	PKA-R1A act	SUMO Mot1 rescue	DSG3 Ab inh	PfHsp90 yeast 2	AddAB inh	OPRM1-OPRD1 inv	OPRM1-OPRD1 ag	HTR5A ag	phage Ecoli inh
O=[N+]([O-])c1cccc(S(=O)(=O)Nc2ccc(-c3ccc(N4CCOCC4)nn3)cc2)c1	-12.3	2.1	5.3	51.6	105.5	.	3.0	-7.8	1.2	-3.7	-1.1
O=C(Cc1cccc2ccccc12)Nc1ccccc1Br	5.6	-1.8	6.8	1.1	114.6	7.1	-1.5	-1.6	0.3	5.5	-0.4
Cc1ccc(S(=O)(=O)NC(=NC(C)C)c2ccccc2)cc1	-33.4	1.2	-6.5	-13.1	103.6	15.2	0.5	12.3	-2.5	0.5	2.0
COCCn1c(=NC(=O)CCS(=O)(=O)c2ccccc2)sc2cc(F)ccc21	16.7	0.0	-5.3	12.9	99.5	8.0	1.0	5.9	-0.9	-0.1	0.8
O=C(CC(O)CCc1ccccc1)c1ccc(O)cc1 (stereo not given)	-12.2	-0.6	4.5	.	102.6	4.0	2.6	4.5	-0.9	-1.4	1.8
COC(=O)Nc1nn(-c2ccc(Cl)cc2)c(=O)c(C#N)c1C	-2.4	-2.1	7.7	9.8	99.6	3.8	-2.8	-3.1	0.6	0.8	4.0
COc1cc(CNC2CCCCCCC2)ccc1OCC(N)=O	-7.2	-2.3	-0.3	-6.9	100.5	2.3	0.2	3.0	-0.6	1.9	3.6
O=C(CSc1ncccc1C(=O)O)c1ccc2ccccc2c1	-39.8	0.4	-16.7	-2.4	99.2	-4.5	-0.5	6.8	-1.3	5.4	1.6

Molecule	HTR5A inv ag	Ecoli viability	PKA-R1A act	SUMO Mot1 rescue	DSG3 Ab inh	PfHsp90 yeast 2	AddAB inh	OPRM1-OPRD1 inv	OPRM1-OPRD1 ag	HTR5A ag	phage Ecoli inh
CN(C)c1ccc(/C=C/C(=O)c2cccnc2)cc1	1.3	1.7	4.1	11.4	121.4	7.2	6.9	-1.2	0.2	-5.8	1.9
Cc1cccc2cc(C#N)c(NCCCn3ccnc3)nc12	19.7	-0.6	1.3	-1.3	101.1	-23.2	-2.3	-0.2	0.0	5.4	3.1
NNC(=O)CNC(c1ccccc1)c1cc(Br)ccc1N (stereo not given)	-12.6	0.5	-3.2	33.3	115.1	-0.4	3.8	-15.7	3.1	7.4	-1.9
CCc1ccccc1NC(=O)Nc1cccc(F)c1	-3.6	-0.3	-4.2	4.8	104.4	-2.0	2.8	-9.9	1.4	2.1	6.3
COc1ccc(S(=O)(=O)O/N=C2\CCCc3ccccc32)cc1	-12.1	-2.2	-4.3	26.5	112.0	-30.1	0.3	5.3	-1.0	3.4	1.3
CN1C(=O)/C(=C\c2ccccc2OCc2ccccc2)SC1=S	-2.1	0.3	-0.9	-23.0	88.8	6.9	1.4	9.3	-1.8	0.6	3.9
Cc1ccc(OCC(=O)NC2CCS(=O)(=O)C2)c([N+](=O)[O-])n1 (stereo not given)	11.8	3.5	1.0	5.5	96.3	-11.7	2.6	14.3	-2.7	-4.8	4.8
Cc1ccccc1Nc1nc(N)nc(CSc2nc3ccccc3c(=O)n2C)n1	-6.1	-1.6	3.3	11.3	100.4	-16.4	2.2	-1.9	0.4	2.4	0.4

Molecule	HTR5A inv ag	Ecoli viability	PKA-R1A act	SUMO Mot1 rescue	DSG3 Ab inh	PfHsp90 yeast 2	AddAB inh	OPRM1-OPRD1 inv	OPRM1-OPRD1 ag	HTR5A ag	phage Ecoli inh
Cc1ccc(NS(=O)(=O)c2cc([N+](=O)[O-])ccc2N/N=C/c2sc(N3CCOCC3)nc2-c2ccccc2)c(C)c1	9.8	2.1	-6.1	-7.8	126.0	-66.7	0.7	18.0	-3.6	0.9	2.3
COc1ccc(C(C)=O)cc1COC(=O)CCNS(=O)(=O)c1ccc(C)c(C)c1	3.8	0.9	-12.3	-25.6	97.7	-19.5	2.4	6.5	-1.0	-1.5	0.9
CCC1CCC(c2nnc(-c3ccc([N+](=O)[O-])cc3)o2)CC1 (stereo not given)	-10.5	1.3	4.0	-10.3	124.4	8.5	1.4	-0.2	0.1	0.5	-0.6
CCC(=O)NCCNc1nc2cc(C)c(C)cc2cc1C#N	-17.4	0.2	-9.3	-1.3	108.1	6.2	0.9	20.2	-3.9	-0.6	2.5
